LANA DNA inh = blocks KSHV LANA C-terminal domain binding to DNA. MBP-C-LANA/FAM-LBS DNA binding, fluorescence polarization. inhibition, % at 9 µM. actives 0.078% (n = 340,000). AID 504423;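 active means highest replicate inhibition at or above 60% at 9 µM, even if other replicates fall short; inactive means all replicates below 60% inhibition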;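 further: 0% = neutral control wells and 100% = 4 µM acridine orange control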
Wnt bcat act = Wnt/beta-catenin pathway activation. activation, % at 9.35 µM. actives 1.2% (n = 300,000). Wnt/beta-catenin reporter cell assay, activator, plate reader; in the data active means activation above about 30%, passing the limit was not always enough;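 further: 0% = neutral control wells and 100% = positive control wells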
cardiac RTF act = cardiac RTF calcium sensitization | activation, % at 7.2 µM | actives 0.24% (n = 340,000) | IANBD-labeled TnC RTF fluorescence at EC20 calcium; 0% EC20 calcium, 100% full calcium | P19429+P45379;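 active means activation above the mean over all tested compounds plus 3 SD, cut at about 30% in these data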;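 further: rise in fluorescence read as greater calcium sensitivity of cardiac thin filaments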
V-ATPase pHluor = alters yeast V-ATPase proton transport; S. cerevisiae, pHLuorin cytosolic pH fluorescence; AID 504577; actives 0.37% (n = 350,000); response, % at 10 µM; in the data active means response mostly above about 7.3%, no sharp cut-off; inactive means mostly below about 5.4%; further: actives read high; inactives centre near 0; some compounds called inactive have numbers as strong as hits; reference of the scale not given here
MOR-DOR ag = OPRM1-OPRD1 heterodimerization agonism; activation, % at 9.3 µM; cells, luminescence; P35372+P41143; actives 0.3% (n = 340,000); in the data active means activation above about 18%;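 further: 0% = vehicle-treated cells and 100% = reference agonist; values of inactives mirror those of a sister screen read the other way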
Target sequence (P35372 whole entry, looked up): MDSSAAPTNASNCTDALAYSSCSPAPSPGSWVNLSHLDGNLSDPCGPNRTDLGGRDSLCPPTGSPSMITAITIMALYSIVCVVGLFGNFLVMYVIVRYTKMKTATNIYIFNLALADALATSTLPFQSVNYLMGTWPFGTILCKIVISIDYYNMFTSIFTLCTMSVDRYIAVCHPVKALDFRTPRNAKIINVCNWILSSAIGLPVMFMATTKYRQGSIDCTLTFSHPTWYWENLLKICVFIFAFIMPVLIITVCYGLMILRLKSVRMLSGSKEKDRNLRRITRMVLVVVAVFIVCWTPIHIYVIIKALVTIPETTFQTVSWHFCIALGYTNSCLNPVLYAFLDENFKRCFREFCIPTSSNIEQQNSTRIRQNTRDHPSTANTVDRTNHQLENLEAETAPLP
Target sequence (P41143 whole entry, looked up): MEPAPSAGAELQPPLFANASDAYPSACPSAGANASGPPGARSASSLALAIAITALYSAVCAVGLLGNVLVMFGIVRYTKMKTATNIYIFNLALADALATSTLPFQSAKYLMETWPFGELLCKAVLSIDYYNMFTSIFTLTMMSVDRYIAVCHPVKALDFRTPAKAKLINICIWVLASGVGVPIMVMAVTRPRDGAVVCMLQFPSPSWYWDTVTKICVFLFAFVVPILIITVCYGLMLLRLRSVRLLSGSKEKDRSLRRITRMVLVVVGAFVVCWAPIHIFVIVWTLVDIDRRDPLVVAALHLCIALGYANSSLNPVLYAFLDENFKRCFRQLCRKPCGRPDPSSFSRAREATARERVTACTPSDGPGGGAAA
Keap1 Nrf2 FP = Keap1-Nrf2 (human) interaction inhibition; Keap1 Kelch-Nrf2 peptide fluorescence polarization, 1536-well; AID 504523; inhibition, % at 9.4 µM; actives 0.15% (n = 340,000); Q14145; in the data active means inhibition above about 12%;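 further: human Keap1 Kelch domain with fluorescein labeled Nrf2 9mer peptide probe; 0% = neutral control wells and 100% = peptide positive control; higher means more block of Keap1 binding to Nrf2 peptide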
Cardiac RTF inh = cardiac RTF calcium desensitization | P19429+P45379 | IANBD-labeled cardiac RTF, Ca2+ fluorescence | inhibition, % at 7.15 µM | actives 0.12% (n = 340,000) | AID 493244;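 active means inhibition above the mean inhibition of all tested compounds plus 3 SD, cut at about 17% in these data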;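 further: assay run at fixed EC70 calcium of 1.6 mM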
OPRM1-OPRD1 inv = inverse agonist of human OPRM1-OPRD1 heterodimerization. cell-based MOR-DOR heterodimer luminescence, inverse agonism. inhibition, % at 9.3 µM. actives 0.21% (n = 340,000); in the data active means inhibition above about 22%, passing the limit was not always enough;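 further: 0% = cells with DMSO and 100% = wells without cells with DMSO; values of inactives mirror those of a sister screen read the other way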
Arrestin-AP2 inh = human beta-arrestin and AP2 interaction inhibition; AID 504490; inhibition, % at 10 µM; FITC-arrestin peptide / GST-AP2 beads, flow cytometry; AP2 beta2 appendage carries R879A mutation; actives 0.31% (n = 340,000);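 active means inhibition above a set limit, near 3 SD of compounds lacking own fluorescence, cut at about 54% in these data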;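 further: plate controls were DMSO wells for no effect and 5 µM unlabelled arrestin peptide for full effect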
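test system = AP2 appendage R879A on GSH beads | buffer or medium = PBS plus Tween 20 (0.05%) and BSA (0.1%) | incubation = 12 min plus 1 h, RT | detection = bead flow cytometry, FITC channel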
DSG3 Ab inh = blocks pemphigus antibody binding to human desmoglein-3; P32926; binding (percent of control), % at 10 µM; DSG3-coupled beads, scFv-anti-DSG3-GFP binding, flow cytometry; hits give low values; AID 588358; actives 0.48% (n = 310,000);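 active means binding more than 3 SD below its plate's average and above zero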;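 further: hits lower antibody fragment binding to DSG3; some compounds called inactive have numbers as strong as hits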
Numbers without * were called inactive; . = no result given.

SMILES	LANA DNA inh	Wnt bcat act	cardiac RTF act	V-ATPase pHluor	MOR-DOR ag	Keap1 Nrf2 FP	Cardiac RTF inh	OPRM1-OPRD1 inv	Arrestin-AP2 inh	DSG3 Ab inh
COCCCC1CCN(C(=O)C2CCC(=O)N(Cc3cccc(F)c3)C2)CC1 (stereo not drawn)	0.1	-1	6	3	-0.4	-7	-11	2	-6	102
COc1cc(NC(=O)C2CCCC2)c(OC)cc1Cl	1.6	.	1	2	-1.3	1	-4	7	6	102
CC1CC(=NNC(=O)C2COc3ccccc3O2)CC(C)(C)C1 (stereo not drawn)	-0.3	-4	2	-3	-0.1	1	-4	1	-20	98
O=c1c([N+](=O)[O-])c(O)c2cccc3c2n1CCC3	-1.3	-2	-3	-2	0.6	-2	-2	-3	19	99
COc1ccc(Cn2c(-c3ccco3)nc3oc4ccccc4c(=O)c3c2=O)cc1	0.5	7	11	2	-2.9	1	-8	16	-3	.
CC1(C)Cc2cccc(Oc3ccc(S(=O)(=O)N4CCCCC4)cn3)c2O1	-0.8	-1	0	-3	3.4	-3	6	-17	1	104
COCCOC(=O)C1=C(C)NC2(O)c3ccccc3C(=O)C12O (stereo not drawn)	2.3	5	3	-1	-0.9	-1	-11	4	9	101
N#Cc1ccc(NC(=O)Cn2cnc(S(=O)(=O)N3CCCC3)c2)cc1	-0.1	0	0	-1	-2.6	-5	3	14	13	.
COC(=O)c1cccc(NC(=O)CCCN2C(=O)NC3(CCCC3)C2=O)c1	1.0	-1	1	-1	-1.5	-4	-1	10	5	86
CN(C)c1ccc(C(=S)N2CCN(c3ccc([N+](=O)[O-])cc3)CC2)cc1	0.5	0	-2	5	-1.9	1	6	11	-6	107
COc1ccc(N2CCN(CCN3C(=O)c4ccccc4C3=O)CC2)cc1	-0.7	-1	-5	2	0.8	1	-5	-6	-15	114
O=C(c1cccc(Cl)c1)N1CCC(N2CCC(C(=O)N3CCOCC3)CC2)CC1	2.9	3	-5	-3	-1.2	-3	5	7	-4	103
O=C(Nc1ccccc1)NN1CC(=O)N(c2ccc(Cl)cc2)CC1=O	-0.8	-2	-5	-3	-1.9	0	4	10	-13	109
COc1ccc(/C=N/N2CCN(c3ccccc3)CC2)cc1Br	0.1	0	10	2	-2.7	-7	0	14	-9	112
O=C(CCC1CCCCC1)NCCS(=O)(=O)N1CCN(c2ccccc2F)CC1	1.2	1	-3	-2	-0.6	-8	-1	4	6	98

Just Wnt bcat act, DSG3 Ab inh and MOR-DOR ag, for some of the entries so far:
Structure	Wnt bcat act	DSG3 Ab inh	MOR-DOR ag
COc1cc(NC(=O)C2CCCC2)c(OC)cc1Cl	.	102	-1.3
CC1CC(=NNC(=O)C2COc3ccccc3O2)CC(C)(C)C1 (stereo not drawn)	-4	98	-0.1
O=c1c([N+](=O)[O-])c(O)c2cccc3c2n1CCC3	-2	99	0.6

The list continues.
SMILES	LANA DNA inh	Wnt bcat act	cardiac RTF act	V-ATPase pHluor	MOR-DOR ag	Keap1 Nrf2 FP	Cardiac RTF inh	OPRM1-OPRD1 inv	Arrestin-AP2 inh	DSG3 Ab inh
CCSc1nnc(NC(=O)CCc2ccccc2)s1	1.8	.	7	-4	3.0	-3	-7	-18	4	100
N#CCSc1nc2c(cc1C#N)CCCCCC2	1.1	0	-2	-8	-1.0	4	4	6	-4	101
COc1ccc(OC)c(/C=N/NC(=O)Cc2nc3ccccc3[nH]2)c1	0.6	1	2	3	-4.0	-3	-8	18	3	101
Cc1cc(C)c(OCCCCN2CCC(C)CC2)c(Br)c1	1.3	-3	4	3	0.7	-3	3	-4	0	101
COc1ccc(C(=O)N/N=C/c2sc3ccccc3c2O)cc1	-21	.	32*	0	3.7	-76	-26	-25	5	101
Cc1ccc(NC(=O)CCN2CC(C)OC(C)C2)cc1C (stereo not drawn)	-0.4	1	-5	-6	-1.8	0	3	9	-12	107
CCCCn1c(-c2ccc(Cl)cc2)nc2c(=O)n(C)c(=O)[nH]c21	0.3	.	-1	-2	-3.0	-1	0	14	-3	100
CN(C(=O)COC(=O)/C=C/c1ccc(Cl)c(Cl)c1)c1c(N)n(Cc2ccccc2)c(=O)[nH]c1=O	0.2	-2	-5	0	-0.2	-3	-4	1	26	101
Cc1cc(C)nc(N(C#N)Cc2ccccc2)n1	-0.9	-5	-13	-2	3.3	-2	-4	-19	12	95
CC1CC(C)(C)NC(=S)N1CCCC(=O)Nc1ccc(F)cc1 (stereo not drawn)	17	-3	5	-1	1.8	6	-8	-8	15	101
Cc1ccccc1C(=O)Nc1ccccc1NC(=O)c1ccccc1Br	-0.5	0	5	-1	-1.3	-4	-13	7	10	83
COc1ccc(/C(N)=N/OC(=O)Cc2ccccc2)cc1	0.0	-8	1	3	0.8	2	3	-6	4	85
CC(=O)Nc1ccccc1OC(C)C(=O)N1CCC(C)CC1 (stereo not drawn)	2.2	1	6	-1	0.6	1	-4	-3	-17	127
Cc1nnc(NC(=O)CSc2nnc(Cc3ccccc3)n2Cc2ccccc2)s1	0.5	.	7	-1	-2.8	-4	6	16	11	108
CCOc1cc(S(=O)(=O)NCCCN2CCOCC2)ccc1F	0.3	0	1	-1	-1.5	1	-1	7	22	100
CCCCSc1nc2c(cnn2-c2ccc(Cl)cc2)c(=O)[nH]1	-0.3	15	6	4	-1.8	-1	9	9	11	101
Fc1ccc(OCCOCCN2CCCC2)cc1	-1.6	23	0	1	-2.5	1	-2	13	4	107
COCCOC(=O)C1=C(C)N=C2SCCC(=O)N2C1/C=C/c1ccccc1 (stereo not drawn)	0.3	.	-5	1	.	6	-9	.	0	96
O=C1CSC(c2ccccn2)N1c1ccc(C(F)(F)F)cc1 (stereo not drawn)	-0.1	6	2	8	-1.6	-3	-1	8	-3	.
CC(C)CN(C(=O)COC(=O)c1ccc(-c2ccccc2)cc1)C1CCS(=O)(=O)C1 (stereo not drawn)	1.3	0	0	-3	-3.8	-3	1	17	25	.
O=C(CSc1nnc(Nc2ccccc2F)s1)NC1CCCC1	-0.7	10	0	1	0.8	1	-8	-3	-6	111
Cc1ccc(S(=O)(=O)N(c2cccc(C(F)(F)F)c2)C2C=CS(=O)(=O)C2)cc1 (stereo not drawn)	-0.5	-2	0	-3	-0.3	1	0	2	5	104
CN1CCC(=O)N([C@H](CSc2ccc(Br)cc2)Cc2ccccc2)CC1	21	2	-5	-2	17	6	-25	-90	-4	99
NC(=O)CC(NC(=O)Cc1ccc(Br)cc1)c1ccc(NCc2cc(F)ccc2F)c([N+](=O)[O-])c1 (stereo not drawn)	0.3	-1	1	-6	-0.7	1	-12	4	6	103
Cc1cc(-n2nc(C)cc2C)nc(NS(=O)(=O)c2ccccc2Cl)n1	0.7	-5	2	-2	-2.1	-6	-4	11	-2	.
CC(=O)Nc1ccc(S(=O)(=O)Oc2ccc(/C=N/N=C3/NC(=O)C(CC(=O)O)S3)cc2)cc1 (stereo not drawn)	0.3	-1	.	1	.	-5	.	.	12	101
Cc1ncc(CN2CCN(C(C)C)C(CCO)C2)s1 (stereo not drawn)	-1.6	-2	4	12	3.9	4	-6	-20	20	103
CCCC[C@@H]1CCCO[C@@](C(=O)NCc2ccccn2)(C(F)(F)F)C1	0.9	-3	-1	2	1.5	-2	8	-8	-6	103
CSc1nc(C)cc(SCC(=O)N/N=C/c2ccccc2)n1	1.6	1	-4	-2	1.7	3	5	-9	4	.
CCOc1ccc(OCCNC(=O)C(NC(=O)c2c(F)cccc2F)C(C)C)cc1 (stereo not drawn)	-1.0	8	4	2	0.3	-3	0	-1	5	100
COc1ccc(-n2c(=S)[nH]c3c(sc(=S)n3-c3ccccc3)c2=O)c(OC)c1	-0.9	-3	2	-1	-1.7	0	-7	8	-9	93
COc1cccc(NC(=O)c2cc(-c3ccco3)nc3ccccc23)c1	-0.7	-1	1	-4	-0.4	-3	-3	2	38	111
Cc1cc(=O)[nH]c(N/N=C/c2cccc(Br)c2)n1	-0.9	1	0	-1	-0.9	-2	-6	5	-3	103
COc1ccc(-c2cc(C)no2)cc1S(=O)(=O)Nc1cccc(C)c1	0.8	0	-1	-4	1.2	-3	-1	-7	3	.
O=C(c1ccc(F)cc1)C1CCN(C(=O)N2CCOCC2)CC1	0.5	.	-3	2	-1.6	2	-3	9	-3	103
COc1ccc(CNC(=O)c2c(N)n(CCCN3CCOCC3)c3nc4ccccc4nc23)cc1	-1.4	-20	-2	-5	1.2	-3	-2	-6	5	99
Cn1ncc2c(NNC(=O)C3CCCCC3)ncnc21	-0.7	-1	-2	5	-2.3	-1	-1	12	14	128
CCOC(=O)c1cc(S(=O)(=O)N2CC(C)CC(C)C2)cn1C (stereo not drawn)	-0.4	-2	5	0	-0.4	2	-11	2	0	.
CCc1c(C)c(C#N)c2nc3ccccc3n2c1NC	-0.1	-1	4	-2	-1.5	-3	1	9	7	88
c1coc(CN(Cc2cccs2)Cc2nnnn2C2CCCCC2)c1	-0.7	.	1	6	-0.9	-4	-4	5	15	103
O=C(OC1CCCCC1=O)c1cc(S(=O)(=O)N2CCOCC2)ccc1F (stereo not drawn)	-1.8	3	-8	6	-1.1	2	2	6	-1	99
Cc1ccc(C(C(=O)NCCc2ccccc2)N(C(=O)c2csnn2)C2CC2)cc1 (stereo not drawn)	0.5	-2	-2	-1	0.2	0	-3	-2	-3	97
CCOC(=O)C1CCCN(C(=O)c2cc(COc3ccc(C)nc3)on2)C1 (stereo not drawn)	0.1	8	6	-3	0.0	-1	-1	0	12	.
O=C(Nc1cccc(S(=O)(=O)N2CCCC2)c1)c1ccncc1	-1.2	-1	0	0	0.7	0	2	-4	34	102
COc1cc(N=Nc2c(O)c3ccccc3[nH]c2=O)c(OC)cc1N=Nc1ccccc1	-0.2	.	-2	-3	-1.5	2	0	8	15	87
CCCN1CCC(NC(=O)Nc2ccc(F)cc2F)CC1	-0.6	.	-1	15*	0.6	0	-12	-3	6	104
COc1ccc(Cc2nnc(N/N=C/c3ccc(O)cc3O)[nH]c2=O)cc1OC	0.4	-2	-2	1	2.7	-1	2	-15	33	126
C/C(=C\c1ccc(N)cc1)c1nc2ccccc2[nH]1	1.0	2	-6	-2	-0.1	1	0	0	27	89
CC[C@]12c3[nH]c4cc(-c5ccco5)ccc4c3CCN1C(=O)[C@@H](CC(=O)NCCN1CCOCC1)C[C@@H]2C(=O)N1CCN(C(=O)c2ccco2)CC1	-0.3	-1	-3	1	-2.4	-6	-7	12	2	106
C/[N+]([O-])=C\c1ccc([N+](=O)[O-])o1	1.2	.	-2	-1	4.5	7	3	-32	1	104
COc1ccc(CCC(=O)NCc2ccc3c(c2)OCO3)cc1	0.5	0	13	-2	-4.5	-5	-22	24	3	107
Cc1cc(C)nc(NS(=O)(=O)c2ccc(NC(=O)Cc3ccc(F)cc3)cc2)n1	1.4	-2	-3	-1	-2.6	-2	1	12	14	100
O=C(NCCc1ccccc1)C(=O)NCc1ccncc1	0.7	9	-4	-2	-0.1	0	-13	1	32	98
O=C1C=C(N(CCO)Cc2ccccc2)c2ccccc2C1=O	5.0	.	-2	-3	14	-5	-4	-71	7	103

High-throughput results (PubChem BioAssay)
